# TAAR1 agonist – agonists of human TAAR1; Q96RJ0; CHO RD-HGA16 TAAR1, Fluo-8 calcium fluorescence; vehicle wells 0%, saturating PEA agonist 100%; activation, % at 3 µM; hit rate 0.99% among 360,000; AID 624467;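 active = activation above the mean activation of all test compounds in the run plus 3 SD, cut at about 38% in these data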
# Target sequence (Q96RJ0 whole entry, looked up): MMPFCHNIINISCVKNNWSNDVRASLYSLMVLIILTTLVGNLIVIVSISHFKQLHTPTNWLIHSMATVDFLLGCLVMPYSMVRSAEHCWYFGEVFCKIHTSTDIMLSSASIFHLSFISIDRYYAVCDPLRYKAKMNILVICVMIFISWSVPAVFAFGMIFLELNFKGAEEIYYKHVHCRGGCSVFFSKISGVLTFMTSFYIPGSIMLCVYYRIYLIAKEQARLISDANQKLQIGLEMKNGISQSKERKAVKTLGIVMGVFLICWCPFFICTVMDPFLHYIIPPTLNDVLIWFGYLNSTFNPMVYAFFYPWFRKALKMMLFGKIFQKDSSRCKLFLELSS
#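 Benchmarks: low control DMSO, high control PEA (EC100); System: CHO RD-HGA16 cells carrying human TAAR1 plus Gα16; Detection: Fluo-8 fluorescence, 5 s baseline then 140 s kinetic read; Schedule: 17-24 h plating, Fluo-8 75 min 37 °C, 30 min RT; Read-out basis: % activation from peak over basal fluorescence ratio, DMSO-to-PEA scaled.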
# CHRM5 antagonist – antagonists of human muscarinic M5 receptor (CHRM5). AID 624040. CHO-hM5 cells, Fluo-8 calcium fluorescence, ACh EC80. hit rate 0.59% among 360,000. inhibition, % at 3 µM;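 active = inhibition above a per-plate cutoff, the mean of that plate's test compounds plus 3 SD, cut at about 27% in these data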;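 also: 0% = acetylcholine EC80 with DMSO and 100% = DMSO without agonist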
# Target sequence (P08912 whole entry, looked up): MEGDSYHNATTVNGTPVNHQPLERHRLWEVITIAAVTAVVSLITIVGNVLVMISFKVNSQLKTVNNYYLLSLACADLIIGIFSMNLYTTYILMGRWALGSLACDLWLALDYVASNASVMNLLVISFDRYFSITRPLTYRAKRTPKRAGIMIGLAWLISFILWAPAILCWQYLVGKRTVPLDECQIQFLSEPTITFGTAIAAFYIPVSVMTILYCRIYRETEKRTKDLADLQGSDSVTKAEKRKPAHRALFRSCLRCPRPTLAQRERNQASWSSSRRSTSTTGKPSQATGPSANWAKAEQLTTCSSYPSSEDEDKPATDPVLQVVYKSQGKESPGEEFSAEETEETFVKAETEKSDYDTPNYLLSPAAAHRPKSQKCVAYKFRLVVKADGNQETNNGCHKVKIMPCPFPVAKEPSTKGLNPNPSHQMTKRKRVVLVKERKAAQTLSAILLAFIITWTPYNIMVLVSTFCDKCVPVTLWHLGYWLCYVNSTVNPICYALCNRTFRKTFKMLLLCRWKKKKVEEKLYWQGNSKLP
# M5 PAM – positive allosteric modulators of human muscarinic M5 receptor | P08912 | CHO-K1 hM5, Fluo-8 calcium, ACh EC20 PAM; 0% = ACh EC20, 100% = ACh EC100 | activation, % at 3 µM | hit rate 0.3% among 360,000 | AID 624038;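 active = activation above the run cutoff, the mean activation of all test compounds plus 3 SD, cut at about 18% in these data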
#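 Test system: CHO-K1 hM5 cells / Doses: single-point, 3 µM nominal / Times: Post-acetylcholine fluorescence recording 140 s / Technique: Fluo-8 calcium fluorescence / Measure: Max/basal fluorescence ratio as % of EC20–EC100 ACh window / Benchmarks: low control EC20 acetylcholine (0%), high control EC100 acetylcholine (100%) / Replicates: one well per compound, no replicates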
# M1 ag – activates human CHRM1 receptor. P11229. CHO-K1 hM1, Fluo-8 calcium fluorescence, agonist mode; 0% DMSO, 100% acetylcholine EC100. activation, % at 3 µM. hit rate 0.33% among 360,000. AID 588814;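 active = activation above the run's mean compound activation plus 3 SD, cut at about 16% in these data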;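 also: peak over basal fluorescence ratio within a 140 s kinetic read after compound addition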
# M1 antag – human CHRM1 antagonism | P11229 | CHO-K1 hM1, Fluo-8 calcium fluorescence, ACh EC80 antagonist | inhibition, % at 3 µM | hit rate 1.3% among 360,000 | AID 588852;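 active = percent inhibition above its own plate's cutoff, namely the mean of that plate's compound wells plus 3 SD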;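 also: peak over basal fluorescence ratio during 140 s after agonist addition; 0% = ACh EC80 plus DMSO and 100% = DMSO alone without agonist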
# CHRM4 antagonist – blocks acetylcholine activation of human M4 receptor. inhibition, % at 3 µM. CHO-hM4 cells, ACh EC80, Fluo-8 calcium fluorescence. AID 624125. hit rate 0.73% among 360,000. P08173;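 active = inhibition above its plate's cutoff, the mean inhibition of sample wells plus 3 SD, cut at about 27% in these data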;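 also: 0% = acetylcholine EC80 with DMSO and 100% = DMSO without agonist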
# CHRM1 PAM – positive allosteric modulators of human M1 muscarinic receptor; AID 588819; activation, % at 3 µM; hit rate 0.088% among 360,000; CHO-K1 hM1, Fluo-8 calcium fluorescence, ACh EC20; 0% = ACh EC20, 100% = maximal ACh; in the data active = activation above about 19%, passing the limit was not always enough
# M5 ag – CHRM5 agonism in calcium assay; CHO-K1 hM5 cells, Fluo-8 calcium fluorescence; 0% DMSO wells, 100% maximal acetylcholine response; P08912; activation, % at 3 µM; AID 624037; hit rate 0.19% among 360,000;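 active = activation above the run's mean over test compounds plus 3 SD, cut at about 23% in these data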;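 also: signal is peak over basal fluorescence ratio across the kinetic read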
# CHRM4 agonist – agonists of human muscarinic M4 receptor (CHRM4); P08173; CHO-K1 hM4/Gqi5, Fluo-8 calcium fluorescence; vehicle 0%, full acetylcholine response 100%; activation, % at 3 µM; hit rate 0.14% among 360,000; AID 624127;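 active = activation above the run mean over all test wells plus 3 SD, cut at about 32% in these data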;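 also: peak over basal fluorescence ratio per well then scaled between controls; 0% = DMSO wells and 100% = acetylcholine at EC100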
# * hit, by the source's call; · = no result given; & = joins results of further samples; ! = repeats disagree.
SMILES,TAAR1 agonist,CHRM5 antagonist,M5 PAM,M1 ag,M1 antag,CHRM4 antagonist,CHRM1 PAM,M5 ag,CHRM4 agonist
CCn1c(CSc2ncn[nH]2)nc2cc(C(=O)O)ccc21,2,-5,-1,-3,-15,-4,7,-1,1
Nc1nc(N2CCOCC2)nc(N(c2ccccc2)c2ccccc2)n1,0,2,-1,-3,0,-13,5,2,1
O=C(O)CN(Cc1ccco1)S(=O)(=O)c1ccc(F)cc1,3,1,2,-1,1,-6,6,-4,1
CN(C)c1nc(F)c(F)c(S(=O)(=O)c2ccccc2)c1F,0,1,0,-7,-7,0,3,-8,3
CCn1cc(NC(=O)Nc2ccc(OC)c(OC)c2)c(C(N)=O)n1,2,-9,-2,-3,-22,1,12,-5,1
Nc1[nH]c(C(=O)c2ccccc2)c(-c2ccc(Cl)cc2)c1C(=O)NCc1ccccc1,6,7,-5,·,·,2,·,2,0
CCCn1c(NC(=O)CN2C(=O)NC3(CCCCC3)C2=O)nc2ccccc21,1,-4,2,-3,-17,-3,5,-1,2
N#Cc1cccc(C(c2nnnn2CCc2ccccc2)N2CCN(C3CCCCC3)CC2)c1 (stereo unspecified),9,-4,4,-8,-31,1,3,-2,3
O=c1[nH]c(-c2ccccc2)c(-c2ccccc2)nc1[N+](=O)[O-],4,10,-8,-3,-5,-7,7,-5,0
O=C(C1CCCO1)N1CCN(C(=S)Nc2cccc(F)c2)CC1 (stereo unspecified),1,-10,8,-2,6,-8,0,-2,1
Cc1ccc(-c2nc(CS(=O)CC(=O)NCc3ccccn3)c(C)o2)cc1 (stereo unspecified),-1,-3,-2,-6,-16,-16,8,-3,0
O=C(CSC1CC(=O)N(CCc2ccccc2)C1=O)Nc1ccc(Br)cc1 (stereo unspecified),12,7,-11,0,-1,-4,3,-2,12
CCN(CC)S(=O)(=O)c1ccc(N2CCOCC2)c(NS(=O)(=O)c2cc(C(C)(C)C)ccc2C)c1,-1,-2,-5,-8,1,-2,-8,-4,0
COC(=O)NCC(c1cccnc1)N1CCN(c2ccccc2OC)CC1 (stereo unspecified),4,-4,5,-3,0,5,5,0,0
CCN(C(=O)c1cc2ccccc2oc1=O)c1ccccc1,1,-5,6,-5,-7,-13,5,-5,2
Cc1ccc2cc(/C=N/NC(=O)c3ccccc3O)c(Cl)nc2c1,6,5,-5,-3,-7,-5,2,2,2
CC(=O)Nc1ccc(NC(=O)C2CCN(C(=O)c3cccs3)CC2)cc1,5,-2,-3,-7,-6,-1,11,-2,1
Cc1nc2cc(N3CCCCC3)c(NC(=O)c3ccncc3)cc2c(=O)n1Cc1ccccc1,4,-2,-1,-5,-6,0,7,-3,0
COc1ccc(OC)c(NC(=O)c2sc3nc(C)cc(C)c3c2N)c1,-2,1,-3,-3,-11,6,8,1,1
CCOC(=O)c1ccc(NC(=O)CN2CCN(CCN=CC3=C(O)CC(C)(C)CC3=O)CC2)cc1,2,7,4,-4,13,-1,-7,2,1

# The closing 3 entries of the section before open the next one:
SMILES,TAAR1 agonist,CHRM5 antagonist,M5 PAM,M1 ag,M1 antag,CHRM4 antagonist,CHRM1 PAM,M5 ag,CHRM4 agonist
Cc1nc2cc(N3CCCCC3)c(NC(=O)c3ccncc3)cc2c(=O)n1Cc1ccccc1,4,-2,-1,-5,-6,0,7,-3,0
COc1ccc(OC)c(NC(=O)c2sc3nc(C)cc(C)c3c2N)c1,-2,1,-3,-3,-11,6,8,1,1
CCOC(=O)c1ccc(NC(=O)CN2CCN(CCN=CC3=C(O)CC(C)(C)CC3=O)CC2)cc1,2,7,4,-4,13,-1,-7,2,1
CN1C/C(=C\c2ccc(N3CCOCC3)cc2)C(=O)/C(=C/c2ccc(N3CCOCC3)cc2)C1,8,4,-6,1,22,9,-10,7,6
O=C(CCc1nc2ccccc2s1)OCC(=O)N1CCN(C(=O)c2ccco2)CC1,6,-9,5,0,-14,4,6,-1,2
Cc1ccc(S(=O)(=O)N(C)CCCC(=O)Nc2cccc3ccccc23)cc1,9,0,-8,-3,-2,4,-1,3,9
COc1ccccc1N(CC(=O)NCCc1ccccc1)C(=O)CCC(=O)Nc1cc(C)ccn1,17,-1,2,-3,-6,-5,10,3,9
Cc1cccc(C(=O)Nc2ccc(S(=O)(=O)N3CCOCC3)cc2C)c1,1,7,-3,-3,-12,2,2,-4,2
CC1=C(C(=O)OCc2ccc(C)cc2)C(c2ccc(O)c([N+](=O)[O-])c2)NC(=O)N1 (stereo unspecified),0,11,-4,-7,5,2,3,-3,1
CC(C)OCCCNS(=O)(=O)c1ccc2c(c1)OCCO2,3,5,-3,-4,5,9,3,0,0
O=C(Cn1nnc(-c2ccncc2)n1)Nc1ccc2c(c1)CCC2,2,2,-4,-2,7,0,-10,2,3
COc1ccc(CNC(=O)[C@H](Cc2ccccc2)NC(=O)C2CCNCC2)cc1,1,11,-1,0,1,-2,11,-6,0
COc1ccc(CN2CCN(Cc3cc4ccccc4o3)CC2CCO)c(F)c1 (stereo unspecified),25,8,2,2,-9,-8,11,4,4
Cc1cccc(NC(=O)c2ccc(Cl)c(S(=O)(=O)N3CCCCC3)c2)n1,7,7,2,-3,-12,0,6,3,7
CCNC(=S)N/N=C/c1ccc(C#N)cc1,1,12,-6,-7,12,-5,1,-1,1
COc1ccc(NS(=O)(=O)c2cc(NC(=O)c3ccc(=O)[nH]n3)ccc2N2CCOCC2)cc1,2,0,4,-4,-2,5,1,1,0
C=CCc1ccc(OCCCCCN2CCOCC2)c(OC)c1,13,9,-15,-5,46*,21,-21,-11,2
CC(C)(C)C(=O)CC1(O)C(=O)N(Cc2ccccc2)c2ccccc21 (stereo unspecified),·,-4,-1,-4,-16,-5,14,3,1
COC(=O)CCN1CCC2CC1c1cc(-c3cccc(C)c3)ccc12 (stereo unspecified),12,-3,-4,-7,-7,-10,0,-2,3
CC(C)c1ccc(OCC(=O)NC2CCCC2)cc1,4,10,-7,-5,-3,-2,3,-5,0
CCOc1ccccc1NC(=O)c1ccccc1NC(=O)c1ccco1,-2,10,2,-2,-7,-8,1,-1,2
CC(C)C(NC(=O)c1ccc(Cl)cc1)C(=O)NCC1CCCO1 (stereo unspecified),0,8,4,-6,-6,-6,7,-3,0
CCN=C1SC(CC(=O)Nc2ccccc2)C(=O)N1CC (stereo unspecified),20&20,10&13,-30&-17,2&-1,29*!,10&16,-16&-1,5&5,19&15
Nc1c(C(=O)Nc2ccc(Br)cc2)sc2nc(N3CCOCC3)c3c(c12)CCCC3,-1,0,4,-1,-11,-3,8,1,0
CSCC(=O)N1CCCC(CNC(=O)c2ccccc2Cl)C1 (stereo unspecified),1,-21,15,-4,-2,-8,1,1,1
COc1ccc2[nH]c3c(c2c1)CC(C)NC3=O (stereo unspecified),-2,0,1,-1,-8,-10,11,0,0
CC1(C)Cc2ccccc2C(=NC(Cc2c[nH]c3ccccc23)C(=O)O)N1 (stereo unspecified),7,10,-3,-2,-6,-5,5,-5,0
CCOC(=O)Cc1csc(NC(=O)CCc2ccccc2)n1,0,6,0,-1,-13,-7,14,2,2
Cc1cc(N2C(=O)CC(Cc3ccccc3)C2=O)no1 (stereo unspecified),9,2,-1,-1,-7,2,8,-3,1
CCOC(=O)C(C(=O)Nc1nccs1)C1CCCCC1 (stereo unspecified),10,1,-3,1,-17,-1,11,2,1
O=C(NCc1ccccc1F)C1CCCN(C(=O)Nc2ccc(F)cc2)C1 (stereo unspecified),5,6,2,-1,-13,3,14,-1,1
Cc1csc(NC(=O)CSc2nc(=O)[nH]c3c2CCCC3)n1,10,-2,3,-2,-3,4,2,-1,0
Cc1nc(=O)c(-c2ccccc2)c(C)n1-c1ccccc1Cl,1,3,-1,-7,4,4,3,0,0
CCOc1ccc(CNC2CCCCCCC2)cc1OC,1,-1,8,-5,-6,5,6,-3,2
CC1=C(C(=O)N(C(C)C)C(C)C)CC(CC(=O)NCc2cccs2)C(=O)N1Cc1ccccc1 (stereo unspecified),3,2,1,-5,-11,-10,4,-2,-1
O=C(NC1CC1)c1cccc(NC(=O)C2CC2)c1,3,-2,1,0,-23,-18,16,0,0
COc1ccc(/C=N/S(=O)(=O)c2ccccc2)cc1OC,2,2,-13,-3,0,-3,-4,-5,1
CN(Cc1ccccc1)C(=O)c1cccc(NC(=O)Cc2ccc(NC(=O)C3CCN(C(=O)C4CCCCC4)CC3)cc2)c1,1,4,-4,-9,0,1,0,-3,0
COc1ccc(C(=O)C[n+]2ccc(-c3nnc4n3CCC4)cc2)cc1,6,-2,-3,-6,-3,3,-1,-2,0
COc1ccc(C(=O)Nc2c3c(nn2C(C)(C)C)CS(=O)(=O)C3)cc1OC,2,-7,5,0,-8,-1,3,-3,1
CCC(c1nnnn1-c1ccc2c(c1)OCCO2)N1CCN(c2ccccc2)CC1 (stereo unspecified),1,-12,-7,·,·,-25,·,5,14
Cc1sc(NC(=O)C2CCCCC2C(=O)O)c(C(N)=O)c1-c1ccccc1 (stereo unspecified),9,2,-5,-2,-27,6,6,1,0
CC1CCN(C(=O)Nc2ccc3nsnc3c2)CC1,18,-2,-6,-3,-27,3,1,0,2
Cc1nnc(N(C)C(=O)c2ccccn2)s1,11,2,-1,-3,-14,-2,14,0,0
O=C(CCN1C(=O)/C(=C/c2ccccc2F)SC1=S)NCCCn1ccnc1,1,1,-8,-2,11,-5,-8,-2,7
CCOc1ccc(OCCC(=O)Nc2cccc(S(=O)(=O)N3CCCC3)c2)cc1,12,-1,-1,-7,-11,-3,6,2,5
COc1ccc(N2CCN(C(=O)/C=C/c3ccco3)CC2)cc1,5,1,5,-3,-6,2,5,3,1
COc1ccc(C(=O)NCC(=O)NCC(=O)OCc2ccc(Cl)cc2)cc1,-1,10,1,-6,-5,5,8,-3,1
CCOC(=O)N/N=C/c1c(C)nn(-c2cccc(C(F)(F)F)c2)c1Cl,0,-4,-5,-8,7,-8,-6,-3,2
Cc1cc2[nH]c(=O)c(=O)[nH]c2cc1S(=O)(=O)NC1CCCCC1C (stereo unspecified),·,-2,3,-3,-6,-2,3,0,1
O=C(c1nn2c(C(F)(F)F)cc(-c3cccs3)nc2c1Cl)N1CCCc2ccccc21,1,6,-3,-9,-2,3,3,0,0
O=C(NC(=S)N1CCCc2ccccc21)c1ccc(Cl)cc1,-2,-4,-2,-7,2,1,-3,-5,0
Cn1c(=S)n(/N=C/c2ccc3c(c2)OCO3)c2ccccc21,6,-4,2,-2,12,-1,-4,-2,1
Cn1c(N)c(C(=O)CSc2nc3ccccc3c(=O)n2CCCN2CCOCC2)c(=O)n(C)c1=O,4,5,-10,-7,8,-18,-2,-1,5
COC(=O)C(NC(C)=O)(Nc1nc2ccc(C)cc2s1)C(F)(F)F (stereo unspecified),1,-8,7,-3,-19,-7,4,-3,0
Cc1nccn1CC(=O)N/N=C/c1c[nH]c2ccccc12,25,1,9,-1,-18,1,14,0,0
CN(C)CCNc1ccc(-c2nn(C)c(=O)c3ccccc23)cc1[N+](=O)[O-],5,-7,12,-10,-11,-4,12,-2,1

# From PubChem

# Not all compounds are listed, so the mix of outcomes need not match the whole.
